STAT3 act: IL-6 driven STAT3 reporter potentiators, primary screen, U3A cells, luciferase, luminescence, MLSCN library; IL-6 STAT3-luciferase reporter; 100% = signal with IL-6 EC80 alone; activation (% of control), % at 5.6 µM; 0.91% of 190,000 active;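 active = activation above the screen-wide mean of compound activation plus 3 SD, cut at about 130% in these data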;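 also: 0% = background luminescence of wells with medium and substrate only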
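system = STAT3-luciferase reporter U3A cells | reagent = IL-6 stimulus at 33 ng/mL final | timing = 1 h compound pre-exposure, 6 h IL-6 stimulation, 37 °C | measured by = luminescence | evaluation = % activation versus median of IL-6-stimulated wells | control set = IL-6-only wells as 100% reference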
STAT1 blocker: STAT1 signaling inhibitors, primary screen, cell-based, HTS, luciferase reporter | AID 920, 2007 | 0.35% of 200,000 active | inhibition, % at 5.5 µM | NIH 3T3 STAT1-luciferase reporter, IFN-gamma, luminescence;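 active = inhibition above a set limit, the mean inhibition across all tested compounds plus 3 SD, cut at about 34% in these data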;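 also: 0% = IFN-gamma with DMSO and 100% = IFN-gamma with 300 µM nifuroxazide; values of inactives mirror those of a sister screen read the other way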
STAT3 blocker: IL-6 driven STAT3 reporter inhibitors, primary screen, U3A cells, luciferase, luminescence, MLSCN library; AID 862, 2007; inhibition, % at 5.5 µM; IL-6 STAT3-luciferase reporter; host cell line lacks STAT1; 0.89% of 190,000 active;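 active = inhibition above the mean inhibition across all screened compounds plus 3 SD, cut at about 44% in these data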;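 also: 0% = DMSO only wells and 100% = 100 µM nifuroxazide control wells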
Hsp70 act: Hsp70 transcriptional activators, primary screen, cell-based, HeLa, Hsp70 promoter luciferase, luminescence, 10 µM. HeLa Hsp70 promoter luciferase reporter; scaled: vehicle 0, proteasome-inhibitor control 100%. activation, % at 10 µM. 0.04% of 200,000 active. AID 1203, 2008;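 active = activation above the mean across all tested compounds plus 3 SD, cutoff set per campaign, cut at about 5.5% in these data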;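 also: 100% = MG132 at 30 µM as the positive control and 0% = DMSO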
APP 5'UTR act: activators of APP 5'UTR luciferase reporter, primary screen, SH-SY5Y cells. SH-SY5Y APP 5'UTR luciferase reporter, luminescence; zero percent = DMSO vehicle wells. activation, % at 2 µM. 1% of 190,000 active;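 active = activation above a set limit, based on mean plus 3 SD of controls, cut at about 140% in these data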; also: values of inactives mirror those of a sister screen read the other way
TLR4-MyD88 BLA: inhibitors of TLR4-MyD88 association in cells, primary screen, cell-based, HeLa CL3-4, BLA complementation, FRET ratio; AID 861, 2007; inhibition, % at 8.4 µM; 0.18% of 200,000 active; HeLa CL3-4 TLR4/MyD88 BLA complementation; in the data active = inhibition above about 25%;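 also: 0% = vehicle and 100% = reference inhibitor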
Target sequence (O00206 whole entry, looked up): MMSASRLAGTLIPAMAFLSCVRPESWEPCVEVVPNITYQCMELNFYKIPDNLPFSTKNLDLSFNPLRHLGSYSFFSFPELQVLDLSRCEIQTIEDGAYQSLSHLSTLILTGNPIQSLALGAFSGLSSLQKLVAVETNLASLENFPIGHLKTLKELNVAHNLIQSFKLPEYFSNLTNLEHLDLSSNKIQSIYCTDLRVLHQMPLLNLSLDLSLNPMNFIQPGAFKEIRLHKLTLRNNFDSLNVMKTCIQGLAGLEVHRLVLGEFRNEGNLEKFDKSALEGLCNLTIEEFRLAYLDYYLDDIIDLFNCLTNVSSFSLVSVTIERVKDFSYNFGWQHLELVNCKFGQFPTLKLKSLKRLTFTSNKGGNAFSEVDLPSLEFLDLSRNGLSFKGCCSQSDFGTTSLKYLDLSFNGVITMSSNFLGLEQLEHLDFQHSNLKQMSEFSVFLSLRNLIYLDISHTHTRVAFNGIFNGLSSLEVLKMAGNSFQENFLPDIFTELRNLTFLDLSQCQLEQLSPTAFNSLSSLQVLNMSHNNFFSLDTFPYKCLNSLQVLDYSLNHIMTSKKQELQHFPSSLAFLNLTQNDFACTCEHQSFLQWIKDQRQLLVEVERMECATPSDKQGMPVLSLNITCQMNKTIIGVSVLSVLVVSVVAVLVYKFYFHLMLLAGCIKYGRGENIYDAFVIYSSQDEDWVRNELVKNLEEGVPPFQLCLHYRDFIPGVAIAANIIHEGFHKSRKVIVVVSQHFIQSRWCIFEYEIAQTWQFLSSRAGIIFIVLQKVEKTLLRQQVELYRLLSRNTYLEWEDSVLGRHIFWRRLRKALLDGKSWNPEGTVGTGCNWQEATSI
Target sequence (Q99836 whole entry, looked up): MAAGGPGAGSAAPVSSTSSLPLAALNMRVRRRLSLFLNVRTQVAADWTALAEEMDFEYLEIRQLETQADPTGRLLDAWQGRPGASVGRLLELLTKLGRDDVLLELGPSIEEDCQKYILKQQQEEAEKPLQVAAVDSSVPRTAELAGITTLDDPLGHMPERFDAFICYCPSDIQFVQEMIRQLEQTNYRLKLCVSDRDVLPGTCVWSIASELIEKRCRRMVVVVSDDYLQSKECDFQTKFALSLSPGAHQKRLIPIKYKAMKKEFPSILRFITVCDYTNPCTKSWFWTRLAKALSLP
DTT redox prof: compounds producing H2O2 with reducing agent – biochemical, NIH compound library profiling, artefact control for MLSCN library redox annotation, primary screen | DTT-dependent redox cycling H2O2, phenol red/HRP absorbance; 100% = 100 µM peroxide control, 0% = buffer | activation, % at 10 µM | 0.03% of 200,000 active | AID 878, 2007;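 active = activation of at least 50% relative to the plate's high and low controls in the primary single-dose screen; inactive = activation below 50%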;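 also: compound incubated with DTT at 0.8 mM final as the reducing agent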
Efa HMGR inh: inhibitors of E. faecalis class II HMGR, primary screen, biochemical, Enterococcus faecalis; purified E. faecalis HMGR, NADPH absorbance 340 nm kinetic; inhibition, % at 10 µM; 0.41% of 190,000 active; AID 1066, 2008;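 active = inhibition above a set limit, the median over all tested compounds plus 3 SD, cut at about 9.5% in these data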;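 also: enzyme runs in reverse so mevalonate oxidation gives rising NADPH absorbance; 0% = complete reaction with DMSO and 100% = background rate lacking mevalonate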
NF-kB expr up: activators of NF-kB expression in neurons, primary screen, cell-based, HTS; human neuronal cells, NF-kB reporter expression; active compounds read high; fold change at 12.5 µM; 1.6% of 190,000 active; in the data active = fold change above about 3.3
STAT1 act: STAT1 signaling activators, primary screen, cell-based, HTS, luciferase reporter; NIH 3T3 STAT1-luciferase reporter, IFN-gamma, luminescence; 100% = IFN-gamma alone, no compound; activation (% of control), % at 5.5 µM; 2.6% of 200,000 active;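 active = activation above the screen-wide mean activation plus 3 SD, cut at about 130% in these data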;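 also: raw ratio to IFN-gamma control signal so 100% means no change and 0% no light; values of inactives mirror those of a sister screen read the other way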
* hit, by the source's call; . = not tested or not shown. Rows were taken by chance (roughly 5.6% active in at least one column).

SMILES	STAT3 act	STAT1 blocker	STAT3 blocker	Hsp70 act	APP 5'UTR act	TLR4-MyD88 BLA	DTT redox prof	Efa HMGR inh	NF-kB expr up	STAT1 act
CC(C)NC(=O)C1CC=CCC1C(=O)O (configuration not stated)	106	0	-3	-0.3	-5	4	0.0	-2	1.1	100
Cc1cc(N2C(=O)C3CC=CCC3C2=O)no1 (configuration not stated)	97	5	6	-0.3	4	0	2.5	0	1.1	95
O=C(COC(=O)C1=COCCO1)Nc1cc(S(=O)(=O)N2CCCCC2)ccc1Cl	100	0	2	-0.1	-8	1	-0.3	-5	1	98
COc1ccc(-n2nc(C(=O)NCC(=O)N3CCN(Cc4ccc5c(c4)OCO5)CC3)c3ccccc3c2=O)cc1OC	96	-7	7	-0.2	-12	-1	-2.7	-6	1.3	104
CCOC(=O)Cc1nnc(NC(=O)C(CC)Sc2nc(C)cc(C)n2)s1 (configuration not stated)	106	-4	-3	-0.5	5	-10	-1.1	0	1.2	104
Cc1cc(Cl)cc(Br)c1OCCCNCC(C)O (configuration not stated)	100	-5	2	-0.3	9	-4	0.7	-9	1	102
COc1ccccc1N1CCN(/N=C/c2cc([N+](=O)[O-])ccc2Cl)CC1	82	-6	28	0.0	-13	3	-0.6	7	1.3	106
Cc1ccc(-c2csc(N/N=C/C=C/c3ccccc3)n2)cc1	90	-12	16	-0.3	6	-2	-3.8	-3	1.2	111
CCCOc1ccc(N2C(=O)CC(NCc3ccc(S(N)(=O)=O)cc3)C2=O)cc1 (configuration not stated)	94	-1	11	-0.3	-13	-16	0.4	-4	1.3	99
COc1ccc(OCCc2nnc(N)s2)cc1	101	-4	2	-0.3	15	3	-3.9	-1	1	103
CCc1c(C)sc(NC(=O)OC)c1C(=O)N1CCCCC1	104	-10	-2	-0.1	21	-11	0.9	-4	1.1	109
CC(OC(=O)CCCCCN=C1NS(=O)(=O)c2ccccc21)C(=O)Nc1cc(Cl)cc(Cl)c1 (configuration not stated)	99	5	-1	-0.1	-10	-16	-0.6	0	1	95
CC(C)CN(CCNC(=O)CC1Oc2ccccc2NC1=O)CC(C)C (configuration not stated)	111	-10	-8	-0.4	-1	4	-0.8	-5	1.3	109
COC(=O)c1c(NC(=S)NN2CCN(C)CC2)sc2c1CCC(C)C2 (configuration not stated)	98	5	7	-0.4	-9	-13	-0.4	-3	1.2	94
O=c1c2ccccc2nc(/C=C/c2ccc3c(c2)OCO3)n1CCCO	112	-23	-8	-0.4	16	2	-0.7	-6	0.85	121
CC(=O)NC(=S)Nc1ccccc1C(=O)NC1CCCCC1	101	-2	-2	0.0	-10	-4	-0.3	-5	0.97	102
O=C(NC1CCCc2ccccc21)C1CCN(C(=O)c2sccc2-n2cccc2)CC1 (configuration not stated)	99	2	2	-0.3	23	1	-1.3	-5	0.92	99
CCc1nc(C)cn1S(=O)(=O)c1cc(C)c(OC)cc1C	92	7	18	0.0	8	-9	-0.8	3	1	93
CCOC(=O)CN1C(=O)C(Sc2n[nH]c(-c3ccc(C)cc3)n2)CCc2ccccc21 (configuration not stated)	93	-2	14	0.0	-12	-12	-4.5	-1	0.42	102
Cc1ccc(NC2c3ncccc3C(=O)N2C2CCCCC2)cc1C (configuration not stated)	117	3	-17	0.1	0	10	0.0	-9	0.79	97
CCOC(=O)C1=C(CSc2nnnn2C)N(C)C(=O)NC1c1ccccc1 (configuration not stated)	96	4	11	-0.5	1	-3	0.0	-4	0.65	96
CCOC(=O)Cc1n[nH]c(=O)c2ccccc12	101	3	5	0.1	6	-5	-0.9	3	.	98
CCOC(=O)C1C(=O)NC(c2ccccc2)=NC1c1ccc(C(C)C)cc1 (configuration not stated)	100	-3	0	0.0	-8	3	2.6	-3	0.95	103
Cc1oc(-c2cccs2)nc1CN1CC[C@@](O)(c2ccccc2)[C@H]2CCCC[C@@H]21	108	12	-4	-0.3	2	1	-1.4	0	0.88	88
CC(C)(C)S(=O)(=O)/C(C#N)=N/Nc1ccc(Cl)cc1	88	25	17	-0.1	3	10	-1.3	3	0.78	76
O=C(Nn1c(Cc2cccs2)nc2ccccc2c1=O)c1cccs1	112	-1	-8	-0.2	-11	4	-0.4	-2	1.1	101
CN1C(=S)SC(C)(C)C1(C)NO (configuration not stated)	112	7	-14	-0.2	5	1	1.0	-5	1	93
O=C(CNc1ccccc1OC(F)F)N1CCc2ccccc21	101	-49	2	0.0	92	-5	-1.1	0	3.2	143*
CCN(c1ccccc1)S(=O)(=O)c1cc(NC(=O)Nc2ccccc2C#N)ccc1Cl	100	1	2	-0.3	1	-7	0.2	1	0.63	99
CC1CCN(c2c(NCc3ccc(C(=O)N4c5ccccc5CC4C)cc3)c(=O)c2=O)CC1 (configuration not stated)	99	26	6	0.1	-14	-3	-0.5	-2	0.8	76
CCCCC1CC1C(=O)Nc1ncc2c(n1)CC(C)(C)CC2=O (configuration not stated)	101	1	2	0.1	2	5	0.7	2	1.1	105
O=C(O)CCC(=O)N1CCc2cc(S(=O)(=O)N3CCN(c4ccc(F)cc4)CC3)ccc21	98	-3	8	-0.4	11	4	-2.0	-9	1	102
O=C(COC(=O)c1ccc(NS(=O)(=O)c2cccs2)cc1)NCC1CCCO1 (configuration not stated)	101	7	-2	-0.3	-11	-2	-1.8	-6	0.85	93
CCN(c1ccccc1)S(=O)(=O)c1ccc2[nH]c(=O)[nH]c2c1	114	1	-13	-0.3	-7	-7	-0.6	4	0.79	97
C=CCn1c(SCC(=O)Nc2ccc(-c3nc4ccc(C)cc4s3)cc2)nnc1-c1ccccc1	78	-61	25	-0.2	146*	-5	-0.1	-4	1.1	156*
CC(C)(C)OCC(NC(=O)C(CC(N)=O)NC(=O)OC(C)(C)C)C(=O)OC(C)(C)C (configuration not stated)	93	6	13	-0.4	7	-7	-0.8	0	0.68	93
O=C(COC(=O)c1cc(-c2cccs2)nn1-c1ccccc1)Nc1ccc(Cl)c([N+](=O)[O-])c1	96	9	7	-0.3	-5	-13	0.1	-2	1	92
CCn1c(CNc2ccc(Cl)cc2)nnc1SCC(=O)OC1CCCCC1	109	3	-10	-0.4	21	-1	0.2	9	1.2	98
O=C(Nc1ccc2c(c1)C(=O)OC2)Nc1cccc2ccccc12	87	4	20	-0.1	7	-5	0.6	-4	0.95	94
CCCCNC(=O)CCn1c(=O)c2ccccc2n(CC(=O)Nc2ccccc2OCC)c1=O	105	-5	0	-0.3	2	0	-0.9	-3	0.94	105
O=c1oc2ccccc2cc1-c1cn2cccnc2n1	77	-44	33	0.0	55	-3	-0.7	-3	2.6	140*
CCC1=NN(C(=O)C(=O)Nc2ccc(OC)cc2)C(O)(C(F)(F)F)C1 (configuration not stated)	101	1	7	-0.3	-3	-1	-4.7	-1	1.1	100
COc1ccc(OC)c(S(=O)(=O)N2CCN(C)CC2)c1	99	2	8	-0.3	-21	15	-2.8	-5	1.1	100
Cc1nnc(SCCn2c(N3CCCCCC3)nc3c2c(=O)[nH]c(=O)n3C)s1	103	0	-2	-0.2	-12	-10	0.2	1	0.92	100
NC(=O)C1(N2CCCCC2)CCN(C2CC(=O)N(CCc3ccccc3)C2=O)CC1 (configuration not stated)	102	-2	-4	-0.1	13	-5	0.2	-6	1.1	101
CN(C)c1cc(N)c2ccccc2n1 (tested in a mixture with another compound)	102	1	2	-0.4	8	-5	1.1	-2	1.9	99
CCCC(=O)N(Cc1cc2cc(C)ccc2[nH]c1=O)c1ccccc1OC	96	9	11	-0.3	15	12	0.9	-7	1.1	92
COc1ccc(-n2cc(CNC3CCOCC3)c(-c3cccc(F)c3)n2)cc1	95	-1	16	0.3	7	13	0.9	0	0.92	100
CC1Cc2nc(SCC(=O)Nc3ccc(F)cc3F)n(C)c(=O)c2S1 (configuration not stated)	93	6	12	-0.5	10	8	-2.4	-1	0.87	95
N#CCCn1c(=O)n(CCC#N)c2ccccc21	100	-5	5	-0.4	13	-13	0.6	-6	1.2	104

The listing continues:
SMILES	STAT3 act	STAT1 blocker	STAT3 blocker	Hsp70 act	APP 5'UTR act	TLR4-MyD88 BLA	DTT redox prof	Efa HMGR inh	NF-kB expr up	STAT1 act
COCCn1cnc2c1c(=O)n(CC(=O)OCC(=O)NCC(F)(F)F)c(=O)n2Cc1ccccc1	109	-5	-4	-0.2	-6	-4	0.0	0	1.1	105
CC(C)(C)C1CCC(OCC(O)CN2CCN(Cc3ccccc3)CC2)CC1 (configuration not stated)	100	0	-4	-0.6	9	5	0.2	-4	0.77	100
CCCCCCC1CC(/C(C)=N\NC(N)=O)OC1=O (configuration not stated)	102	11	1	-0.6	-12	-5	0.8	-4	1	90
CCN(C(=O)CSc1nnc(C)n1Cc1ccccc1)C1CCS(=O)(=O)C1 (configuration not stated)	101	5	0	0.5	-1	-4	-1.8	-2	1.3	95
Cc1ccc2nc(SCC(=O)NCc3ccco3)c(C#N)cc2c1	92	-6	14	0.0	137*	15	3.7	-3	2.9	105
CCC1CCC2(CC1)NC(CO)(CO)CO2 (configuration not stated)	106	-5	0	0.1	0	-4	0.7	-2	0.97	103

Bioassay records as filed in PubChem BioAssay.
